RMI FANCM FP = RMI-FANCM interaction inhibition; Fluorescence polarization, RMI core complex with F-MM2 peptide; active compounds read low; FP signal (polarization) at 33 µM; 70,000 compounds, 0.58% hits; AID 1159607; in the data active means FP signal below about 40; further: inactives centre near 61; strong numbers were not always called active; unit not given here
* hit, by the source's call; & = joins results of further samples.

compound	RMI FANCM FP
Cc1nc(CO/N=C(\N)c2ccc(C(F)(F)F)cc2)cs1	54
CCCCOc1ccc(-c2cc(C(=O)N/N=C\c3ccccn3)[nH]n2)cc1	93
Cc1onc(-c2c(Cl)cccc2Cl)c1NC(=O)NNc1ccc(-c2csnn2)cc1	51
Cc1cccc(CC(=O)NCCOc2ccc3nnc(-c4ccccc4Cl)n3n2)c1	80
COc1ccc(NCc2cc3cc4c(cc3n(CC(=O)Nc3ccccc3)c2=O)OCCO4)cc1	41
COc1ccccc1N1CCN(S(=O)(=O)CCNC(=O)/C=C/c2ccc3c(c2)OCO3)CC1	55
CC(=O)Nc1ccc(NC(=O)Cn2nc(C3CC3)c3cnn(-c4ccccc4)c3c2=O)cc1	131
COc1ccccc1CNC(=O)CC(C)(C)CC1=NS(=O)(=O)c2ccccc2N1	67
COc1ccc(C2SCCN2S(=O)(=O)c2ccc3ccccc3c2)cc1Br (configuration not stated)	63
O=C1c2cccc(O)c2C(=O)c2c(O)cccc21	27*
Cc1c(C(=O)N2CCN(C3c4ccccc4-c4ccccc43)CC2)cnn1-c1ccccc1	61
CCc1ccc(S(=O)(=O)NCCNC(=O)c2ccc(NC(=O)C(C)(C)C)cc2)cc1	66
Cc1ccc2nc(C)c(NC(=O)CCSc3ccccc3)c(=O)n2c1	55
Cc1ccc(NC(=O)CSc2nccn(-c3cccc4ccccc34)c2=O)cc1	56
COc1cccc2cc(C(=O)Nc3nc(-c4cc5cccc(OC)c5o4)cs3)oc12	74

Next section, overlapping the part above by 2 compounds.
compound	RMI FANCM FP
Cc1ccc(NC(=O)CSc2nccn(-c3cccc4ccccc34)c2=O)cc1	56
COc1cccc2cc(C(=O)Nc3nc(-c4cc5cccc(OC)c5o4)cs3)oc12	74
COc1ccccc1C(=O)n1nc2c3c(cccc31)C(=O)c1ccccc1-2	54
Cn1ncc2c(NCCO)nc(NCCC3=CCCCC3)nc21	64
COCC(=O)NCCn1ncc2c(=O)n(Cc3ccc(F)cc3)cnc21	66
O=S(=O)(c1ccc(F)cc1)N1CCN=C1SCc1ccc(C(F)(F)F)cc1	59
O=C(CCC1CCCCC1)NCCCn1nc(-c2cccnc2)ccc1=O	65
O=c1c2nnn(Cc3cccc(Cl)c3)c2ncn1Cc1nc(-c2cccc(C(F)(F)F)c2)no1	86
CC(C)c1cc(=O)[nH]c(-n2nc(-c3cccs3)cc2NC(=O)c2ccco2)n1	72
Cc1cc(S(=O)(=O)NCCc2csc(-c3ccc(Cl)cc3)n2)ccc1F	59
COCCN1CCC(CNC(=O)COc2ccc(F)cc2)CC1	72
O=C(Nc1ccc([N+](=O)[O-])cc1)Nc1nc2c(ccc3ccccc32)s1	52
O=C(Nc1ccc(SCCCC(=O)N2CCC(Cc3ccccc3)CC2)nn1)C1CC1	74
OCCN1C[C@@H](O)[C@@H](O)C(O)C1CO (some centres not stated)	59
Cc1ccc(-c2csc(/C(C#N)=C\c3ccc(O)c([N+](=O)[O-])c3)n2)cc1	57
O=C(O)/C=C\C(=O)NNC(=S)NCc1ccco1	57
O=C(NNS(=O)(=O)c1ccc(F)cc1)c1cnn(-c2ccc(Cl)cc2)c1C(F)(F)F	52
CC1Sc2sc(=S)sc2SC(C)(C)C1=O (configuration not stated)	50
O=C(Nc1ccc2c(c1)CN(S(=O)(=O)c1ccccc1)CC2)c1cccs1	68
Cc1ccc(S(=O)(=O)c2cnc(SCC(=O)NCc3ccccc3)[nH]c2=O)cc1Cl	64
CC(=O)NC1C(OC(=O)c2ccc(Br)o2)OC(COC(C)=O)C(OC(C)=O)C1OC(C)=O (configuration not stated)	60
CCc1ccccc1NC(=O)C(=O)NCCc1ccc(N(C)C)cc1	71
Cc1ccccc1CSc1nnc2ccc(-c3ccc4c(c3)OCO4)nn12	58
COc1ccc(-c2coc3cc(OC(C)=O)cc(OC(C)=O)c3c2=O)cc1	66
Cc1ccc(S(=O)(=O)N2CCC(C(=O)Nc3cc(C)nn3C)CC2)cc1	62
Cc1ccc(S(=O)(=O)CCC(=O)Nc2cc(C)no2)cc1	65
N#CC1=C(N)OC2=C(C(=O)CCC2)C1c1ccc(-c2ccc(Cl)cc2Cl)o1 (configuration not stated)	68
O=C(/C=C/c1ccc2c(c1)OCO2)NCCSc1c(-c2ccc(Cl)cc2)[nH]c2ccccc12	55
COC(=O)c1ccc(C(=O)NC(=S)Nc2nc3c(s2)CCc2ccccc2-3)cc1	59
CCOc1ccc(-c2noc(-c3sccc3S(=O)(=O)N(C)c3cc(C)cc(C)c3)n2)cc1	64
CCN1C(=O)C(C)(C)COc2ccc(NC(=O)COc3ccccc3C)cc21	68
Cc1ccc(C)c2[nH]c(=O)c(CCNC(=O)Cc3cccc4ccccc34)cc12	52
CCN(CC)CCN(C(=O)c1ccc(C#N)cc1)c1nc2cc(C)cc(C)c2s1	69
CCCCNC(=O)Nc1nnc(C(C)(C)C)s1	66
Cc1ccc2nc(NC(=O)CCn3cnc4c(cnn4C(C)(C)C)c3=O)sc2c1	78
C[C@@H]1C[C@H]2[C@@H]3CCC4=CC(=O)C=C[C@]4(C)[C@@]3(F)[C@@H](O)C[C@]2(C)[C@H]1C(=O)CO	62
COC(=O)c1cnc(S(=O)CC#N)n1C (configuration not stated)	54
COc1ccc2c(c1)=CC(=Cc1[nH]c(=S)[nH]c1O)C(=O)N=2	61
CCOc1ccc(N2CC(NC(=O)NCc3ccc4[nH]c(C)cc4c3)CC2=O)cc1 (configuration not stated)	57
CCOc1ccc(C(=O)Nc2ccc(-c3cn4nc(OC)ccc4n3)cc2)cc1OCC	71
Cc1ccc(NC(=O)C2Oc3ccccc3OC2C)cc1C (configuration not stated)	70
CCOC(=O)C(C)Oc1ccc(NS(=O)(=O)c2cc(OC)ccc2OC)cc1Cl (configuration not stated)	53
O=c1/c(=C/c2cccc([N+](=O)[O-])c2)sc2nc(-c3ccncc3)nn12	60
CS(=O)(=O)c1ccc(NC(=S)N2CCN(Cc3ccc4c(c3)OCO4)CC2)cc1	65
CC1CCc2nc(NC(=O)c3ccc4ncsc4c3)sc2C1 (configuration not stated)	68
CC(C)(C)c1nnc(Nc2ccc(Cl)cc2Cl)[nH]c1=O	58
Cc1cc(-c2nn(C)c(=O)c3ccccc23)cc(C)c1OS(=O)(=O)c1cc(Cl)ccc1Cl	56

A second format for some results above:
Cc1ccc(S(=O)(=O)c2cnc(SCC(=O)NCc3ccccc3)[nH]c2=O)cc1Cl
  RMI FANCM FP: 64

O=C(Nc1ccc2c(c1)CN(S(=O)(=O)c1ccccc1)CC2)c1cccs1
  RMI FANCM FP: 68

CCN(CC)CCN(C(=O)c1ccc(C#N)cc1)c1nc2cc(C)cc(C)c2s1
  RMI FANCM FP: 69

CC(=O)Nc1ccc(NC(=O)Cn2nc(C3CC3)c3cnn(-c4ccccc4)c3c2=O)cc1
  RMI FANCM FP: 131

Next part:
compound	RMI FANCM FP
COc1ccc(S(=O)(=O)N2CCOC23CCN(C(C)=O)CC3)cc1C	71
O=C(Nc1ccc(S(=O)(=O)N2CCCC2)cc1)C(c1ccccc1)c1ccccc1	32
CC1CCc2c(sc3[nH]c(=S)n(-c4ccccc4)c(=O)c23)C1 (configuration not stated)	54
CS(=O)(=O)n1nccc1/C=C/c1cccs1	56
CS(=O)(=O)c1cccc(S(=O)(=O)Nc2ccc([N+](=O)[O-])cc2)c1	56
OCCn1c(Cl)nc2ccccc21	58
Cc1cc(S(=O)(=O)N2CCC(C(N)=O)CC2)ccc1F	61
COCCCn1c(C)c(C)n2c3c(=O)n(CCC(=O)OC)c(=O)n(C)c3nc12	54
CCc1c(C#N)sc(C(N)=O)c1CC	62
COC(=O)c1cscc1Sc1ccc(Cl)cc1	57
COc1ccc(C)cc1NC(=O)CSc1nc2c(-c3ccccc3)csc2c(=O)n1C	72
CCOc1ccc(-c2cc3c(SCc4ccc(F)cc4Cl)nccn3n2)cc1	79
CCOC(=O)c1sc2sc(C(=O)c3ccc(Cl)cc3)c(C)c2c1C	61
O=C(CCCSc1ccc(Cl)cc1)Nc1nc(-c2ccccn2)cs1	57
CCn1c(SCC(=O)c2ccc(F)cc2)nnc1-c1cc(OC)c(OC)c(OC)c1	62
COc1ccc(-c2noc(CS(=O)(=O)c3ccc(Cl)cc3)n2)cc1OC	67
O=C(Cc1cc(-c2ccc(Cl)cc2)on1)Nc1ccc2c(c1)OCCO2	101
CN1CCCc2cc(CCNC(=O)c3ccc(C(F)(F)F)cc3)ccc21	53
CC(=O)N1CCCC1C(=O)O (configuration not stated)	66
O=C(Cc1cccc2ccccc12)NC1CCCCNC1=O (configuration not stated)	55
COc1cc(CCC(C)NCc2ccccc2)ccc1O (configuration not stated)	53
COc1ccc(OC)c(C(=O)N(CCn2cccn2)c2nc3c(C)cc(C)cc3s2)c1	60
Cc1ccc(CC/C=N\NC(N)=S)o1	60
CS(=O)(=O)NCC(c1ccco1)N1CCOCC1 (configuration not stated)	57
O=C(Nc1ccc(-c2ccc(NC(=O)c3ccc(Oc4ccccc4)cc3)cc2)cc1)c1ccc(Oc2ccccc2)cc1	74
CCn1c(SC(C(C)=O)C(C)=O)nnc1-c1c[nH]c2ccccc12	61
Cc1nc2scc(-c3cccc(NC(=O)COc4ccc5c(c4)OCO5)c3)n2c(=O)c1C	69
O=S1(=O)C=Cc2ccc(NC(=S)Nc3ccccc3C(F)(F)F)cc21	57
COc1ccc(-n2ncc(C(=O)NCc3ccc4c(c3)OCO4)c2C)cc1	55
O=C(CSc1n[nH]c(=O)n1-c1cccc(F)c1)Nc1cc(Cl)cc(Cl)c1	58
COc1cn(CC(=O)Nc2cccc(C)c2C)c(CSc2ccc(Cl)cc2)cc1=O	70
c1ccc2c(CN3CCN(Cc4ccc5c(c4)OCO5)CC3)c[nH]c2c1	75&57
FC(F)(F)c1ccc(SCc2ccccc2)nc1	53
CSc1nc(N2CCCCC2)c2cnn(CCNC(=O)c3cc4ccccc4o3)c2n1	56
O=C(N/N=C\c1cccc2ccccc12)c1ccc(Br)cc1	64
O=C(CSc1nnc(CNC(=O)c2cccs2)o1)Nc1nccs1	61
Cc1nn(-c2ccc(N3CCN(C(=O)c4cc5ccccc5oc4=O)CC3)nn2)c(C)c1C	56
O=C(CN1C(=O)CCC1=O)Nc1nc(-c2cccs2)cs1	48
O=C(Nc1ccc2c(c1)OCC1CCCN21)C1=Cc2ccccc2OC1 (configuration not stated)	44
C[C@H](CCC(=O)O)[C@H]1CC[C@H]2[C@@H]3C[C@@H](O)C4=C[C@@H](O)CC[C@]4(C)[C@H]3CC[C@]12C	58
CC(NCCC(c1ccccc1)c1ccccc1)c1ccccc1 (configuration not stated)	71&76
CCC(C)(C)OCC(O)CN1CCN(c2ccccc2F)CC1 (configuration not stated)	66
CC1CCCCN1S(=O)(=O)c1ccc(NC(=O)c2ccccc2[N+](=O)[O-])cc1 (configuration not stated)	61
NC(=O)c1ccc(NC(=O)CCc2csc(NC(=O)c3ccc(=O)[nH]c3)n2)cc1	68
CCOc1ccc(-c2csc(SCc3ccc(C(=O)O)o3)n2)cc1	69
COc1ccc(Cl)cc1NC(=O)CSCc1ccco1	51
COC(=O)NC(=O)c1c(NC(=O)C(c2ccccc2)c2ccccc2)sc(C)c1C	55
CCCCCCCCOc1ccc(C(=O)O)cc1	55
COC(CNC(=O)C(=O)Nc1cccc(Cl)c1)OC	56
CC(C)Oc1ccc(C(=O)NCC2CCN(Cc3ccco3)CC2)cc1	76
O=C(O)Cc1ccc(N2C(=O)/C(=C\c3cccs3)SC2=S)cc1	60
O=C(NCC(=O)c1cccs1)c1ccc(-c2ccccc2F)o1	65
O=[N+]([O-])c1cccc(NC2O[C@H](CO)[C@@H](O)[C@H](O)[C@H]2O)c1 (some centres not stated)	51
Cc1cc(NC(=O)CSc2nnc(-c3ccccc3Cl)o2)no1	63
O=c1c2ccccc2c(-c2ccc(F)cc2)nn1CCO	50
COc1cc(/C=C2/SC(N3CCN(c4ccccc4)CC3)=NC2=O)c([N+](=O)[O-])cc1OC	60
Cc1cc(OC(C)C(=O)NC(C)(C)C)cc(C)c1Cl (configuration not stated)	64
O=C(NCCOc1ccc2nnc(-c3cccc(F)c3)n2n1)Nc1ccc2c(c1)OCO2	65
COc1ncccc1C(=O)Nc1ccccc1Cl	52
Cc1ccc(C)c(NC(=O)CSc2nnc(NC(=O)Cc3cccc4ccccc34)s2)c1	89

Other records.
compound	RMI FANCM FP
COc1ccc(S(=O)(=O)N2CCOC23CCN(C(=O)c2ccccc2OC)CC3)cc1	52
COc1ccc(C2=Nn3c(nc4sc(C)c(C)c4c3=O)SC2)cc1	59
CCC(CC)C(=O)N1CCN(c2ccc(-c3ccccc3)nn2)CC1	71
O=C(Cc1ccc(F)cc1)Nc1nnc(SCC(=O)N2CCCC2)s1	61
CN1CCN(C(CN)c2ccc3c(c2)CCN3C)CC1 (configuration not stated)	54&71
C(=C\c1ccccc1)/CSc1nnc(-c2cccs2)n1-c1ccccc1	64
CCOC(CNS(=O)(=O)CCNC(=O)c1ccc2c(c1)OCO2)OCC	54
CCOc1ccc(-c2ccc(=O)n(CCCC(=O)Nc3ccc(F)c(F)c3)n2)cc1	71
COc1cc(/C=C\C(=O)NCc2cc(-c3ccc(C)cc3)on2)cc(OC)c1OC	56
Cc1ccc([N+](=O)[O-])cc1N1C(=O)CC(Nc2ccc(N3CCOCC3)cc2)C1=O (configuration not stated)	56
COc1cc(/C=C/C(=O)O)cc(OC)c1OC	54
c1nc(N2CCN(Cc3ccc4c(c3)OCO4)CC2)c2c3c(sc2n1)CCCC3	67

This is a subset; rates above refer to the full screens.
